# Compound activity as filed in PubChem.
# MPTP inh – inhibitors of mitochondrial permeability transition pore; isolated mouse mitochondria, Ca2+ swelling absorbance, 30 min; inhibition, % at 10 µM; 1.4% of 360,000 active;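 active = inhibition of 50% or more, scaled per plate between neutral and stimulator controls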;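 also: 0% = DMSO wells given calcium and 100% = 1 mM EGTA wells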
# APOBEC3A inh – inhibitors of human APOBEC3A DNA deaminase; recombinant A3A, FAM/TAMRA ssDNA deamination fluorescence; 0.41% of 330,000 active; inhibition, % at 20 µM; P31941;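 active = at least 40% inhibition at 20 µM here, with at most 30% in a related deaminase screen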;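 also: plate controls were A3A with DMSO for no effect and wells lacking A3A enzyme for full effect; some results filed as inactive read as strong as hits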
# Target sequence (P31941 whole entry, looked up): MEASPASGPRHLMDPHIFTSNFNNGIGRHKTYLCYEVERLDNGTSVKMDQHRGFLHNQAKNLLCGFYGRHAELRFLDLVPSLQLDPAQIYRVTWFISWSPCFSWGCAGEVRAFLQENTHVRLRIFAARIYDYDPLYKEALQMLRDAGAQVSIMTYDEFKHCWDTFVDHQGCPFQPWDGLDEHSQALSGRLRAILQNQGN
# MIN6 prolif – MIN6 beta-cell proliferation induction | MIN6 cells proliferation, ATPlite luminescence, 48 h; cells starved in 0.2% serum; 100% = growth in 10% serum | proliferation, % at 10 µM | 0.29% of 330,000 active | AID 2380;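 active = compounds whose signal lies at least 3.5 SD above the mean of all wells on their plate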;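 also: 0% = DMSO-treated cells in low-serum medium and 100% = 10% serum control; some compounds called inactive have numbers as strong as hits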
# ATG4B inh – inhibitors of human ATG4B cysteine protease. ATG4B cleavage of LC3-PLA2, NBD-HPC fluorescence, 1 h. inhibition, % at 8.33 µM. 0.51% of 340,000 active; in the data active = inhibition above about 40%
# APOBEC3G inh – inhibitors of human APOBEC3G DNA deaminase; Q9HC16; recombinant A3G, ssDNA deamination FAM/TAMRA fluorescence; inhibition, % at 20 µM; 0.28% of 330,000 active; AID 493012;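 active = inhibition of at least 40% at 20 µM, with no more than 30% in the related APOBEC3A deaminase screen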;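 also: plate controls were DMSO wells with A3G for no effect and wells lacking A3G enzyme for full effect; some compounds called inactive have numbers as strong as hits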
# hIAP inh – blocks human intestinal alkaline phosphatase. P09923. purified IAP, CDP-Star luminescence, 30 min. inhibition, % at 10 µM. 0.12% of 330,000 active. AID 2544;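 active = inhibition reaching a set limit with compound at 10 µM in the primary screen, cut at about 35% in these data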;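 also: plate controls were DMSO wells with enzyme for no effect and no-enzyme buffer wells for full effect; values of inactives mirror those of a sister screen read the other way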
# Target sequence (P09923 whole entry, looked up): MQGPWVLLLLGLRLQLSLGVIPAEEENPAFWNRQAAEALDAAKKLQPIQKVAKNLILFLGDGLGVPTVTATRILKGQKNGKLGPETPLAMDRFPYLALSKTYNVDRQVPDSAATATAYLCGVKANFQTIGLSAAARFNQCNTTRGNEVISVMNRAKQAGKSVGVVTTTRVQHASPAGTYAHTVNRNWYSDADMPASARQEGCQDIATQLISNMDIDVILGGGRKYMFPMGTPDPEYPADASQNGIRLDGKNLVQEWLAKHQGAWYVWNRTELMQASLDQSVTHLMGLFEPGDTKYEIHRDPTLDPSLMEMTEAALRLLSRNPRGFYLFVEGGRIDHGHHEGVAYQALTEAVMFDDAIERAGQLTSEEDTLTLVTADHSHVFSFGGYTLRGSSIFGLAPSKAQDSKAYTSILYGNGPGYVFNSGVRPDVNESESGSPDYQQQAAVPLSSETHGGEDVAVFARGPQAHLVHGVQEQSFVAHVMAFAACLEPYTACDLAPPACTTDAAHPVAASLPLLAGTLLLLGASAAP
# hIAP act – human IAP activation. P09923. purified human IAP, CDP-Star luminescence, 30 min; active compounds read high; 1 = vehicle-only enzyme, 0 = enzyme-free background. activation factor at 10 µM. 0.16% of 330,000 active. AID 2524;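 active = activation factor of the enzyme at least 2-fold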; also: the source names both 10 and 20 µM as test concentration; values of inactives mirror those of a sister screen read the other way
# mIAP block – mouse IAP inhibition; 0.2% of 330,000 active; purified mouse IAP, CDP-Star luminescence, 30 min; inhibition, % at 10 µM;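 active = inhibition of at least 40% at 10 µM in the primary screen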;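 also: plate controls were DMSO with enzyme for no effect and no enzyme wells for full effect; values of inactives mirror those of a sister screen read the other way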
# mIAP activ – increases mouse intestinal alkaline phosphatase activity | muIAP, CDP-Star luminescence, 30 min; active compounds read high; 1 = vehicle-only enzyme signal, 0 = enzyme-free wells | activation factor at 10 µM | 0.24% of 330,000 active | AID 2805;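 active = activation factor of at least 2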; also: the source names both 10 and 20 µM as test concentration; values of inactives mirror those of a sister screen read the other way
#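 System: Mouse IAP enzyme | Also added: CDP-Star substrate | Dosing: Compounds dispensed in DMSO | Schedule: 30 min enzyme-substrate-compound incubation at room temperature | Technique: Chemiluminescence readout | Control set: DMSO-only wells and no-enzyme negative control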
# An asterisk follows results filed as active; nt = not tested or not shown.
SMILES,MPTP inh,APOBEC3A inh,MIN6 prolif,ATG4B inh,APOBEC3G inh,hIAP inh,hIAP act,mIAP block,mIAP activ
c1ccc(Cn2cc(CN3CCCCO3)c(-c3ccc4c(c3)OCO4)n2)cc1,0.1,-5.6,-3.8,13.3,-2.4,-1.6,1.02,-2.4,1.02
CC(=O)NS(=O)(=O)c1ccc(NC(=O)CC23CC4CC(CC(Br)(C4)C2)C3)cc1,-1.2,0.2,2.5,3.8,-0.4,-7.3,1.07,-5.3,1.05
Cc1ccc(-c2nnc(NCc3nc4ccccc4[nH]3)c3ccccc23)cc1S(=O)(=O)N(C)C,1.2,1.7,0.0,-8.8,-8.0,-18.5,1.19,6.4,0.936
COC(=O)c1cnc2c(c1C(=O)OC)c(=O)n(C)c(=O)n2C,-0.3,8.0,0.0,-2.0,-2.5,-5.0,1.05,-2.8,1.03
CC1CC(C)CN(CC(=O)N2CCCc3c2c(=O)oc2ccc(OCc4ccccc4)cc32)C1 (configuration not stated),-0.3,-0.6,-5.4,-5.1,-1.6,-10.2,1.1,9.4,0.906
O=c1c2ccccc2nnn1CSc1ccc2c(c1)OCCO2,0.4,1.2,-0.4,-11.6,-2.1,22.8,0.772,8.1,0.919
O=C(NCC(=O)N1CCN(c2ccc(C(F)(F)F)cn2)CC1)c1ccc(Br)o1,0.9,-3.1,4.9,-4.1,-7.3,21.7,0.783,-4.3,1.04
COC(=O)C1=C(C)NC(=O)NC1c1ccc2ccccc2c1 (configuration not stated),-0.2,-1.7,1.9,-7.9,-8.0,9.4,0.906,-4.6,1.05
CC(=O)Nc1ccc(S(=O)(=O)NNC(=O)NC23CC4CC(CC(C4)C2)C3)cc1,0.5,2.0,-1.1,2.9,-1.4,-2.7,1.03,4.3,0.957
Cc1nc(SCc2cccc(F)c2)[nH]c(=O)c1C#N,1.3,2.0,-1.9,8.4,-2.4,8.8,0.912,3.3,0.967
Nc1nnc(SCc2cn3cc(Cl)ccc3n2)s1,0.4,2.0,-2.9,-4.7,-6.9,-3.4,1.03,2.1,0.979
CN(CC(=O)Nc1ccc(F)cc1)C(=O)CN1C(=O)c2cccc([N+](=O)[O-])c2C1=O,0.3,-6.4,1.6,-7.7,-8.0,29.2,0.708,2.4,0.976
COc1ccc(Cl)cc1NC(=O)CN1c2ccccc2CC1C (configuration not stated),-0.6,-1.9,-6.1,11.0,-0.2,10.3,0.897,-3.1,1.03
COc1cc(/C=C2\SC(=Nc3ccccc3)NC2=O)cc(Cl)c1O,1.8,-9.2,-5.4,-6.9,-20.4,9.4,0.906,13.5,0.865
COc1ccc2[nH]c3c(c2c1)CCN1C(=O)C(CC(=O)NCc2ccco2)C[C@H](C(=O)N2CCOCC2)[C@@]31CCC1CCCC1 (some centres not stated),0.0,1.4,nt,-9.3,1.6,nt,nt,-8.6,1.09
Cc1ccc(C(CC(=O)c2ccco2)SCCO)cc1 (configuration not stated),4.5,-1.0,0.0,-5.1,0.2,-10.3,1.1,9.0,0.91
COc1ccc(C2NC(=S)NC(C)=C2C(=O)Nc2ccccn2)cc1OC (configuration not stated),-0.4,-0.4,0.3,-2.0,-4.8,-1.0,1.01,6.7,0.933
N#CCSc1nnc(-c2cnccn2)n1Cc1ccccc1,-0.3,2.2,0.7,-7.0,-5.7,10.8,0.892,-0.7,1.01
CCCC[C@H]1COCCS(=O)(=O)N1Cc1cccc(Cl)c1,-0.7,-0.5,2.1,-8.7,-3.8,-1.0,1.01,-7.7,1.08
COC(=O)c1cc(COc2ccc3oc(C)c(C(=O)OC(C)C)c3c2)c(C)o1,3.4,-2.0,-2.9,-0.9,-4.1,-6.7,1.07,-9.9,1.1
CCOCCCNC(=O)C1c2ccccc2Oc2ccccc21,-0.3,-5.9,0.3,-1.7,-11.3,-26.3,1.26,-5.3,1.05
COC(=O)C1=C(C)Nc2nc3ccccc3n2C1c1cc(OC)c(OC)c(OC)c1 (configuration not stated),1.6,2.5,1.6,-7.2,5.4,1.4,0.986,0.1,0.999
CS(=O)(=O)c1ccc(Cl)c(NC(=O)C2CC(=O)N(Cc3ccco3)C2)c1 (configuration not stated),-0.6,7.7,-3.6,-4.4,-3.3,3.0,0.97,-2.8,1.03
Cc1ccc(S(=O)(=O)NCCOC(=O)Nc2sc(=S)n(C)c2C)cc1,-0.4,-4.3,-1.4,-6.9,-4.3,-2.8,1.03,5.9,0.941
Nc1c(/C=C2\C=Nc3ccccc32)c(=O)nc2sc(CC(=O)N3CCOCC3)nn12,-2.2,-1.5,-3.1,-2.4,-2.5,-10.4,1.1,5.0,0.95
CSc1nc(N)nc2c1ncn2CC(=O)NCCCc1ccccc1,1.6,-2.8,-3.1,nt,-8.1,-9.8,1.1,-9.8,1.1
CCSc1nc(-c2cccs2)nc2ccccc12,2.2,-6.7,-1.5,-0.3,0.5,0.9,0.991,-4.0,1.04
Cc1ccc(S(=O)(=O)N(C)C)cc1NC(=O)c1ccc(-n2cncn2)c([N+](=O)[O-])c1,-0.3,3.9,-3.2,3.4,-6.4,4.7,0.953,-0.6,1.01
CCC(CC)C(=O)Nc1cc(C)c2c(=O)oc3ccccc3c2n1,0.4,-1.5,-2.1,10.2,-5.6,11.2,0.888,3.6,0.964
Cc1ccc(S(=O)(=O)N(C)Cc2ccc(C(=O)NN=C3C4CC5CC(C4)CC3C5)cc2)cc1,-0.4,-3.0,1.7,-1.9,-4.6,4.6,0.954,-3.6,1.04

# Full records as entered above:
# Cc1nc(SCc2cccc(F)c2)[nH]c(=O)c1C#N reads MPTP inh = 1.3; APOBEC3A inh = 2.0; MIN6 prolif = -1.9; ATG4B inh = 8.4; APOBEC3G inh = -2.4; hIAP inh = 8.8; hIAP act = 0.912; mIAP block = 3.3; mIAP activ = 0.967
# Cc1ccc(S(=O)(=O)N(C)C)cc1NC(=O)c1ccc(-n2cncn2)c([N+](=O)[O-])c1 reads MPTP inh = -0.3; APOBEC3A inh = 3.9; MIN6 prolif = -3.2; ATG4B inh = 3.4; APOBEC3G inh = -6.4; hIAP inh = 4.7; hIAP act = 0.953; mIAP block = -0.6; mIAP activ = 1.01

# Next structures:
SMILES,MPTP inh,APOBEC3A inh,MIN6 prolif,ATG4B inh,APOBEC3G inh,hIAP inh,hIAP act,mIAP block,mIAP activ
Cc1nccn1CCCNCc1c(C(=O)N2CCCCCCC2)nc2ccc(Cl)cn12,-3.1,-8.0,-1.6,-8.5,-4.5,-19.9,1.2,-20.5,1.21
CCOc1cc(/C=C\c2nc(O)c([N+](=O)[O-])c(=O)[nH]2)ccc1OC(C)C,0.5,0.6,-0.2,-1.6,-5.8,-11.9,1.12,7.6,0.924
COc1ccc(-c2nc3ccc(N4CCN(C)CC4)cc3c(=O)[nH]2)cc1,1.6,-2.2,0.4,-7.7,-4.4,-22.6,1.23,-5.4,1.05
COc1ccc(-c2c(C#Cc3ccsc3)c3cc(-c4ccc5c(c4)OCCO5)ccc3n2C)cc1,-0.7,-6.3,-2.9,10.1,-6.7,6.4,0.936,-0.6,1.01
Cc1ccc(S(=O)(=O)N2CCC(=O)N(CCO)CC2)cc1,-2.0,-2.9,0.8,4.4,-8.8,-6.2,1.06,6.4,0.936
COc1ccc(C(=O)Nn2c(CC(C)C)nc3cc(OC)c(OC)cc3c2=O)c(OC)c1,1.1,-2.7,-3.6,-10.5,-2.1,-20.3,1.2,-1.4,1.01
CCOC(=O)c1c(C)[nH]c(C)c1S(=O)(=O)N(C)CC(=O)Nc1ccccc1C,0.1,3.8,-0.8,-7.8,4.1,0.3,0.997,-2.5,1.02
CNC(=O)COC(=O)c1cc(F)c(F)cc1Cl,0.4,4.8,0.4,4.8,5.8,1.5,0.985,-1.7,1.02
CCOC(=O)C1CCN(C(=O)C(C)Oc2ccc(Br)cc2)CC1 (configuration not stated),2.8,-0.5,0.7,13.1,-8.3,-3.5,1.03,4.3,0.957
COCCN(C(=S)Nc1c(C)cccc1C)C(C)c1cccnc1 (configuration not stated),0.4,-3.2,1.8,-3.9,-9.2,-8.4,1.08,-9.4,1.09
CCOc1ccccc1/C=N/Nc1nc2c(N)ncnc2n1[C@H]1O[C@@H](CO)[C@H](O)[C@@H]1O,-0.3,-0.2,1.1,0.6,-8.0,-7.8,1.08,-3.4,1.03
COc1ccc(-c2sc3cc4c(cc3c2-c2ccc3c(c2)OCCO3)OCO4)cc1,2.4,-5.3,-6.1,-4.2,-6.8,14.7,0.853,3.5,0.965
Cc1sc(NC(=O)C2=COCCO2)nc1-c1ccc(Br)cc1,2.4,4.6,-7.4,-1.0,0.6,-0.7,1.01,19.1,0.809
O=C(Cc1ccc(Cl)cc1)NCC(=O)N1CCCCCC1,0.3,2.8,-4.1,5.3,-0.3,-21.9,1.22,-1.1,1.01
COc1ccc(-c2cn(-c3ccc(OC)cc3)c(=S)[nH]2)cc1,0.4,-9.8,-2.0,-10.6,-12.4,-8.9,1.09,4.7,0.953
OCCN1CCN(c2ncnc3c2c(-c2ccccc2)cn3-c2ccc(Br)cc2)CC1,0.1,-0.4,-6.6,1.9,-6.8,1.3,0.987,15.2,0.848
Cc1ccc(S(=O)(=O)N(CC(=O)Nc2cccnc2)c2cccc(Br)c2)cc1,1.1,0.4,-2.8,-3.7,-6.0,-23.4,1.23,-12.5,1.12
O=C(OCc1nc2ccccc2[n+]([O-])c1C(=O)c1ccccc1)c1cccs1,-0.3,23.4,0.0,12.5,6.1,-13.1,1.13,0.9,0.991

# Of the compounds above, 3 contain two or more sulfur atoms:
SMILES,MPTP inh,APOBEC3A inh,MIN6 prolif,ATG4B inh,APOBEC3G inh,hIAP inh,hIAP act,mIAP block,mIAP activ
Nc1nnc(SCc2cn3cc(Cl)ccc3n2)s1,0.4,2.0,-2.9,-4.7,-6.9,-3.4,1.03,2.1,0.979
Cc1ccc(S(=O)(=O)NCCOC(=O)Nc2sc(=S)n(C)c2C)cc1,-0.4,-4.3,-1.4,-6.9,-4.3,-2.8,1.03,5.9,0.941
CCSc1nc(-c2cccs2)nc2ccccc12,2.2,-6.7,-1.5,-0.3,0.5,0.9,0.991,-4.0,1.04

# Hits appear at their usual frequency, and some 3.3% of all compounds hit somewhere here.
